# Lipid storage S3: qHTS Assay for Lipid Storage Modulators in Drosophila S3 Cells | Drosophila S3 cells, BODIPY lipid droplet fluorescence, 18-24 h; cells fed with added oleic acid | lipid storage change, negative = inhibition, % at the top dose, mostly 46.1 µM; hits show Potency in µM | 320,000 compounds, 0.64% hits; active = well fitted inhibition curve with a large enough effect in the signal ratio, with a control signal flat, not every such curve was filed as active; inconclusive = small, poorly fitted or top-dose-only effect, or effect the other way, or a change in a side signal; the % refers to the signal ratio
#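 Drosophila S3 cells got compounds at several concentrations plus oleic acid (400 uM solution). Laser-scanning cytometry with 488 nm excitation read lipid droplets at 500-530 nm and cells at 575-640 nm. Percent activity was relative to 20 uM Triacsin C.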
# Lipid storage S3 cell count max: also measured in Lipid storage S3; calls as there; cell number change, %; measured here: cell count max response;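 cells counted by Cell Tracker Red CMTPX staining in the red channel; peak over a dose series mostly up to 46.1 µM; percent activity relative to internal control wells on each plate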
# An asterisk follows results filed as active; i = inactive; ? = inconclusive; . = no result given; [ ] = dose if it differs, or a comment. % is set by controls: 0 for no effect and ±100 for the full control effect; potency is the fitted concentration of half-maximal effect.
nr | canonical_smiles | Lipid storage S3 | Lipid storage S3 cell count max
1 | COc1ccc(/C=C/C(=O)Nc2ccc(NC(C)=O)cc2)cc1S(=O)(=O)N1CCOCC1 | -16.1% | -7.6
2 | CN(c1ccccc1C(=O)NCc1ccccc1Cl)S(=O)(=O)c1ccccc1 | ? | .
3 | COc1ccccc1C(CCNCc1ccccc1)c1ccc(OC(C)C)cc1 (configuration not stated) | ? | .
4 | COC(=O)[C@@]1(Cc2ccccc2)[C@H]2c3cc(C(=O)N4CCCC4)n(CCSCCO)c3C[C@H]2CN1C(=O)c1ccccc1 | -1.1% | 10.8
5 | Cn1ncc(Br)c1C(=O)NC1CCCCCC1 | ? | .
6 | O=[N+]([O-])c1ccc(Oc2ccc(OCc3ccccc3)cc2)nc1 | -0.3% | -9.1
7 | O=C1Nc2ccccc2C(O)(C(=O)NCc2ccco2)N1c1ccc(Cl)cc1 (configuration not stated) | -22.8% | 7.3
8 | Cc1cc(/C=N\NC(=O)c2cccs2)c(C)n1-c1ccc2ncccc2c1 | ? | .
9 | Cc1cc(C)n(-c2nnc(NC(C)(C)C)nn2)n1 | 1.5% | -0.1
10 | COc1ccccc1N1CCN(C(=O)/C=C/c2cccc([N+](=O)[O-])c2)CC1 | -0.9% | 9.1
11 | COc1ccc(CCN2CC(C(=O)N3CCC(O)(c4ccccc4)CC3)CCC2=O)cc1 (configuration not stated) | ? | .
12 | NNC(=O)C(=O)Nc1ccc(Cl)c(Cl)c1 | ? | .
13 | CC(C)(C)S(=O)(=O)c1c(C(=O)O)cccc1C(=O)O | -4.6% | -6.3
14 | CCOC(=O)c1nc2nc(C)c(Cl)c(=O)n2[nH]1 | -4.3% | 6.0
15 | O=C(COc1ccccc1)Nc1ccc(CSc2ccccc2)cc1 | -14.9% | -27.9
16 | COc1ccc(OC)c(S(=O)(=O)N2CCC(C(=O)NCC3CCCO3)CC2)c1 (configuration not stated) | ? | .
17 | COc1cc(C)ccc1Oc1ncnc(N)c1[N+](=O)[O-] | ? | .
18 | CCCCS(=O)CC(O)COCC (configuration not stated) | 0.1% | -2.8
19 | O=C(c1cc(-c2ccncc2)nc2ccccc12)N1CCN(c2ccccc2O)CC1 | ? | .
20 | Cc1cc(C)nc(SCC(=O)Nc2ncc(Cc3cccc(Cl)c3)s2)n1 | ? | .
21 | CCc1nc(N2CCN(C(=O)c3ccccc3)CC2)c2c3c(sc2n1)CCCC3 | -6.5% | -0.4
22 | CCOc1ccc(NC(=O)CN(C)C(=O)c2ccc(N3CCCC3)c([N+](=O)[O-])c2)cc1OCC | ? | .
23 | COc1cccc(Nc2ccc(Nc3cccc(OC)c3)nn2)c1 | 4.3% | -18.4
24 | CC(C)n1c(SCC(=O)Nc2ccc(F)cc2)nnc1C1CC1 | i | -3.5
25 | COc1ccc(/C=C/C(=O)O)cc1S(=O)(=O)NCC1CCCO1 (configuration not stated) | ? | .
26 | CN(c1cccc(NC(=O)c2ccccc2N(Cc2ccccc2)S(C)(=O)=O)c1)S(C)(=O)=O | ? | .
27 | Cc1cc(C)n2nc(SCc3ccc(F)cc3Cl)nc2n1 | -0.8% | -8.7
28 | Cc1cc(C)cc(OCCCOc2cccc3cccnc23)c1 | -12.7% | -15.5
29 | Cc1cc2cc(C)c3nnc(SCC(=O)Nc4ccc(S(=O)(=O)N5CCCCC5)cc4)n3c2cc1C | ? | .
30 | CCOC(=O)CCNC(=O)N1CCCC(C(=O)c2ccccc2SC)C1 (configuration not stated) | ? | .
31 | COc1ccc(OC)c(S(=O)(=O)N2CCN(C(=O)c3ccco3)CC2)c1 | -0.7% | -15.7
32 | O=C(CCC1CCCN(C(=O)Cc2cccc(F)c2)C1)N1CCN(c2ccccn2)CC1 (configuration not stated) | -5.8% | -3.3
33 | O=S(=O)(NCC1CCCO1)c1cc(Cl)ccc1Br (configuration not stated) | -10.8% | -6.6
34 | CC(=O)c1c(C)nc2cc(Cl)ccc2c1N | i | 11.6
35 | COc1ccc(-c2csc(NC(=O)CN3C(=O)CCC3=O)n2)c(OC)c1 | ? | .
36 | Cc1ccc(NC(=O)c2ccc(NCCc3ccccc3)c([N+](=O)[O-])c2)cc1F | ? | .
37 | COC(=O)[C@H](Cc1ccccc1)NC(=O)NCc1ccc(C)cc1 | ? | .
38 | N=c1c2c(ncn1CCCO)Oc1c(ccc3ccccc13)C2c1ccccc1 (configuration not stated) | 6.0% | -6.7
39 | Cc1ccc(-n2nnnc2SCc2ccc(C(=O)O)cc2)cc1C | -0.8% | -5.8
40 | Cc1[nH]c(=O)[nH]c(=O)c1/C=N/NC(=O)[C@H](C)NC(=O)OC(C)(C)C | ? | .
41 | CNCc1ccccc1Sc1ccc(O)c(O)c1 | ? | .
42 | Cn1ccnc1SCC(=O)c1cccc(C(F)(F)F)c1 | i | 14.9
43 | CC(=O)c1cccc(CN2CCN(CC=C(C)C)C(CCO)C2)c1 (configuration not stated) | -7.9% | 6.0
44 | CC(c1ccccc1)n1c(-c2ccncc2)n[nH]c1=S (configuration not stated) | ? | .
45 | CCCN1C(=O)S/C(=C/c2ccc(N3CCOCC3)o2)C1=O | ? | .
46 | CCNc1nc(NCC)n2c(SCC(=O)c3ccccc3F)nnc2n1 | ? | .
47 | Cc1ccc(CC(=O)Nc2cc(C)on2)cc1 | ? | .
48 | COc1cccc(OCCCN2CCCCC2)c1 | -8.4% | 5.0
49 | CC(=O)c1cccc(N(CC(=O)NC2CCCC2)C(=O)c2ccc(C)s2)c1 | ? | .
50 | COc1cccc(CNC(=S)NC2CCCC2)c1 | -6.5% | -21.5
51 | CNC(=O)c1c(NC(=O)c2ccc(N3C(=O)CCC3=O)cc2)sc2c1CCCC2 | -18.0% | -11.0
52 | Cc1ccc(-n2c(C)nn(Cc3ccc([N+](=O)[O-])cc3)c2=O)cc1 | ? | .
53 | CC1CCN(C(=O)c2cc(-c3ccc(Cl)c(Cl)c3)on2)CC1 | -0.1% | -15.1
54 | O=C(c1ccc2c(c1)N(Cc1ccccc1)C(=O)CS2)N1CCOCC1 | ? | .
55 | CCc1nc(SCC(=O)NCC2CCCO2)c2oc3ccccc3c2n1 (configuration not stated) | ? | .
56 | CCCCN(C(=O)CC1OC(=O)c2ccccc21)c1c(N)n(CCCC)c(=O)[nH]c1=O (configuration not stated) | 27.0% | .
57 | O=c1c2ccccc2c(C=NC2CCS(=O)(=O)C2)c(O)n1-c1ccccc1 (configuration not stated) | ? | .
58 | Cc1ccc(C(=O)OCCN(C)Cc2ccccc2)cc1 | ? | .
59 | Cc1ccc(C)c(OC(C)C(=O)Nc2ccc(S(=O)(=O)Nc3nccs3)cc2)c1 (configuration not stated) | -14.7% | 6.5
60 | C[C@H](NC(=O)c1ccccc1Cl)C(=O)OCCOc1ccc(Cl)cc1 | 6.4% | 27.3

# Following part.
nr | canonical_smiles | Lipid storage S3 | Lipid storage S3 cell count max
61 | Clc1ccc(-c2nc3ccncc3[nH]2)cc1 | ? | .
62 | CN1C(=O)NC(NC(=O)c2ccco2)(C(F)(F)F)C1=O (configuration not stated) | -6.5% | -5.4
63 | COCCn1c(SCc2nnc(-c3ccc(OC)c(OC)c3)o2)nnc1-c1ccncc1 | 9.7% | 23.6
64 | COc1cccc(-c2noc(C3CCCN(C(=O)c4ccc(F)cc4F)C3)n2)c1 (configuration not stated) | 13.5% | 8.8
65 | CCN(CC)c1ccc(NC(=O)c2ccccc2F)cc1 | i | -1.3
66 | CCCCC(O)(CCCC)C(=O)NN(C(=O)OCC)c1ccccc1 | -7.0% | 11.1
67 | COc1ccc(NC(=O)c2cc3c(CO)cnc(C)c3oc2=Nc2cc(OC)cc(OC)c2)cc1 | 9.1% | 11.7
68 | NC(=O)c1nsc(C(=O)N(c2ccc3c(c2)OCO3)C(C(=O)NCC2CCCO2)c2ccc(F)cc2)c1N (configuration not stated) | -4.2% | 8.3
69 | CCOP(=O)(O)c1cccc(OCCOCCOc2cccc(P(=O)(O)OCC)c2)c1 | 3.5% | 10.8
70 | CCCCn1c(SCC(=O)NCc2ccc3c(c2)OCO3)nnc1C(CC)N(C)C (configuration not stated) | ? | .
71 | C=CCN1c2ccccc2[C@]23C[C@@H](C(=O)OC)N(C(=O)c4cccs4)C2=NC(C(=O)OC)=C(C(=O)OC)[C@H]13 | -10.1% | -21.9
72 | CC(C)(C)C1c2[nH]c3ccccc3c2CCN1Cc1cccc(OCCO)c1 (configuration not stated) | 1.2% | 1.7
73 | Cc1ccc(F)cc1NC(=O)C1CCCN(c2ncccn2)C1 (configuration not stated) | ? | .
74 | CC(=O)Nc1ccc(S(=O)(=O)Nc2ccc(=O)n(Cc3ccc(Cl)c(Cl)c3)c2)cc1 | ? | .
75 | CCN(CC(=O)Nc1c(F)cccc1F)C(=O)C1CC(=O)N(c2ccc3c(c2)OCCO3)C1 (configuration not stated) | ? | .
76 | CSc1ccc(NC(N)=S)cc1 | -18.0%[9.22 µM] | -23.0
77 | O=C1NC(=S)S/C1=C\c1cc2ccccc2nc1N1CCCCC1 | 8.7% | -0.4
78 | Cc1cc(C(=O)OCC(N)=O)c(C)n1-c1ccccc1 | ? | .
79 | O=C(NC(=S)Nc1cccc(C(F)(F)F)c1)c1csnn1 | 6.4% | 8.6
80 | Cc1c(C(=O)N2CCN(C(=O)c3ccco3)CC2)sc2nc(-c3ccc(F)cc3)cn12 | ? | .
81 | COc1cc(/C=N/OCC(=O)NC2CCCCC2)ccc1OCc1ccccc1 | ? | .
82 | CN(C)CCNC(=O)/C(=C/c1ccc(-c2ccc(Cl)cc2)o1)NC(=O)c1ccccc1 | ? | .
83 | CC(C)Cc1nc2ccccc2n1CCc1ccccc1 | ? | .
84 | Cc1cc(C(=O)N/N=C/c2c(C)nn(-c3ccccc3)c2C)c(C)o1 | ? | .
85 | COC(=O)C(NC(=O)c1ccccc1)c1ccccc1 (configuration not stated) | ? | .
86 | Cc1ccc(OCCn2cc(/C(N)=N/O)c3ccccc32)cc1C | ? | .
87 | O=C(CN1CCN(c2nc(-c3ccccc3)cs2)CC1)NNC(=O)c1ccc(Br)cc1 | -21.4% | .
88 | O=C(c1cc(COc2cccc(C(F)(F)F)c2)on1)N1CCC(c2ccccc2)CC1 | ? | .
89 | COC(=O)c1sccc1NC(=S)N1CCC(C)CC1 | ? | .
90 | CCC(C)n1cnc2c(c1=O)c1nc3ccccc3nc1n2Cc1ccc(OC)cc1 (configuration not stated) | 3.5% | -2.3
91 | Cc1onc(-c2ccccc2)c1-c1csc(N/N=C/c2ccccc2Cl)n1 | ? | .
92 | CCCCCn1c(N)c(-c2nc3ccccc3o2)c2c([N+](=O)[O-])nn(CC)c(=O)c21 | -17.6% | -28.9
93 | Cc1nc(NCCOc2ccccc2)sc1C(=O)Nc1ccccc1 | -8.7% | -17.4
94 | COc1cc(C=O)ccc1OCCOCCOc1ccccc1Cl | ? | .
95 | Cc1ccc(C)c(Nc2ncnc3nc[nH]c23)c1 | ? | .
96 | Cc1nc2ccc(C(=O)N3CCN(c4ccccn4)CC3)cc2s1 | i | 3.9
97 | CC1CC(C)CN(C(=O)C2CCN(S(=O)(=O)c3ccc4c(c3)CC(C)N4C(=O)C3CC3)CC2)C1 (configuration not stated) | ? | .
98 | O=C1CSC(c2ccccc2)N1c1ccc(F)cc1F (configuration not stated) | ? | .
99 | O=C(NCC1CCCN1S(=O)(=O)c1cccs1)C(=O)Nc1ccccc1 (configuration not stated) | ? | .
100 | O=C(COc1ccc(F)cc1)NCCN1CCCC1 | ? | .

# Overlap with the part before: 5 entries, followed by the next part.
nr | canonical_smiles | Lipid storage S3 | Lipid storage S3 cell count max
96 | Cc1nc2ccc(C(=O)N3CCN(c4ccccn4)CC3)cc2s1 | i | 3.9
97 | CC1CC(C)CN(C(=O)C2CCN(S(=O)(=O)c3ccc4c(c3)CC(C)N4C(=O)C3CC3)CC2)C1 (configuration not stated) | ? | .
98 | O=C1CSC(c2ccccc2)N1c1ccc(F)cc1F (configuration not stated) | ? | .
99 | O=C(NCC1CCCN1S(=O)(=O)c1cccs1)C(=O)Nc1ccccc1 (configuration not stated) | ? | .
100 | O=C(COc1ccc(F)cc1)NCCN1CCCC1 | ? | .
101 | COc1ccc(CN(C)C2CCN(C)CC2)cc1OC | i | 6.7
102 | Cc1c(Cl)c([N+](=O)[O-])nn1CC(=O)N1CCc2ccccc2C1 | ? | .
103 | CCCc1cc(SCC(=O)Nc2c(C)n(C)n(-c3ccccc3)c2=O)n2c(nc3ccccc32)c1C#N | 0.9% | -0.8
104 | O=C(CSCCO)N1CCc2ccccc21 | 7.4% | -4.4
105 | Cc1nc(NC(=O)c2ccccc2)sc1-c1csc(Nc2ccc(F)cc2)n1 | ? | .
106 | Cc1ccccc1Nc1nc(N)nc(CSc2nc3ccccc3c(=O)n2CCCO)n1 | 12.1% | -10.7
107 | CCOc1cc(C(=O)Nc2cc(C(=O)OC)ccc2C)ccc1OCC(=O)N1CCOCC1 | i | -15.2
108 | Cc1ccc(Cl)cc1NC(=O)CCC(=O)NCc1ccco1 | ? | .
109 | COc1ccc(Cl)cc1N1C(=O)c2cccnc2C1=O | ? | .
110 | COc1cc(/C=N/NC(=O)C2(O)c3ccccc3-c3ccccc32)ccc1O | 1.9% | -3.0
111 | CC(=O)c1cccc(NC(=O)c2cc3nc(C)cc(C)n3n2)c1 | ? | .
112 | CNC(=O)c1[nH]nc2c1CCc1cc(OC)ccc1-2 | i | 1.3
113 | CC1CCN(Cc2c(O)ccc3c2O/C(=C\c2ccco2)C3=O)CC1 | 6.8% | 13.4
114 | O=C(Nc1cccc(-c2cscn2)c1)C1CCN(Cc2ccc(CO)o2)CC1 | i | .

# Down the list, quoted from above:
# Lipid storage S3 for entries 17–21, in order: ?, 0.1%, ?, ?, -6.5%

# Screening data from PubChem.

# Some of the compounds tested. The share of hits here may be higher or lower than overall.
